From PubChem
Rat MKP-3 inhibitors = MKP-3 phosphatase inhibitors, primary screen, biochemical, rat enzyme, in vitro (AID 425). recombinant MKP-3 phosphatase activity, fluorescence; higher % means a stronger effect. 0.17% of 110,000 active. one-dose inhibition, % at 20 µM; IC50 in µM for titrated hits; in the data active = inhibition above about 50%;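 also: plate controls were vehicle for no effect and reference inhibitor for full effect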
Hsp70 inhibitors = Hsp70 inhibitors, probe displacement, primary screen, biochemical, fluorescence polarization (AID 583); displacement, % at 20 µM; hits with a dose series show IC50 in µM; Hsp70 fluorescence polarization probe displacement, mP; higher % means a stronger effect; 0.06% of 140,000 active; in the data active = displacement above about 50%;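 also: plate controls were vehicle for no effect and reference ligand for full effect; a part of the inactive calls stands beside numbers as strong as those of hits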
The depositor's hits bear a star; . = no result given; & = joins results of further samples. The list is partial. The share of hits here may be higher or lower than overall.

Structure	Rat MKP-3 inhibitors	Hsp70 inhibitors
O=C(c1cccc(S(=O)(=O)N2CCOCC2)c1)N(CCO)Cc1ccccc1	.	2.9%
COc1ccc(S(=O)(=O)NCCSCc2ccco2)cc1	-7%	-1.0%
O=S(=O)(Nc1nccs1)c1ccc2ccccc2c1	0%	5.2%
Cc1cccc(N2CCN(C(=O)CCCSc3nc4ccccc4[nH]3)CC2)c1C	.	0.6%
CCOC(=O)C1=C(C)N=c2s/c(=C\c3ccco3)c(=O)n2C1c1ccccc1OC (configuration not stated)	2%	-6.0%
CCOc1ccccc1-n1c(SCC(=O)NC(C)(C)C)nnc1-c1ccoc1C	-7%	3.9%
O=C(CSCc1ccccc1)N1CCc2ccccc21	.	0.7%
Cc1ccc(CNC(=O)CCS(=O)(=O)c2cc(Br)cc3c2N(C(=O)C2CC2)CC3)o1	4%	2.3%
Cc1ccc([N+](=O)[O-])cc1-c1[nH]c(-c2cccc(O)c2)nc1-c1ccccc1	-6%	-0.3%
CCCNS(=O)(=O)c1ccc(OCC(=O)NCCC2=CCCCC2)cc1	.	2.3%
N#CCSc1nnc2c(Cl)cc(Cl)cn12	-10%	4.6%
COc1ccc(-c2nc(C#N)c(NCCCn3ccnc3)o2)cc1OC	.	9.7%

Continued.
Structure	Rat MKP-3 inhibitors	Hsp70 inhibitors
Cc1ccc(S(=O)(=O)c2cc3c(=O)n4ccccc4nc3n(CC3CCCO3)c2=N)cc1 (configuration not stated)	2%	0.8%
Cc1nc(SCC(=O)NCc2ccco2)c2oc3ccccc3c2n1	0%	0.2%
CCNc1nc(NC(C)C)nc(Oc2ccc(C(=O)OC)cc2)n1	0%	-2.0%
COc1cc(/C=C2\C(=O)N(c3ccccc3)N=C2C)c([N+](=O)[O-])cc1OC	3%	6.0%
O=c1[nH]n(-c2ncnc3c2cnn3-c2ccccc2)c(=O)c2ccccc12	7%	-6.1%
OC(COCc1ccc2c(c1)OCO2)CN1CCC(Cc2ccccc2)CC1 (configuration not stated)	0%	-0.5%
Cc1ccc(C2C3=C(CC(C)(C)CC3=O)NC3=C2C(=O)CC(C)(C)C3)o1	-28%&-6%	-5.9%&0.6%
O=C(/C=C/c1ccc(-c2cccc(C(F)(F)F)c2)o1)c1ccc(F)cc1	7%	-2.1%
Cc1nn(Cc2ccccc2)c(Cl)c1C(=O)OCc1nnc(-c2ccccc2)o1	7%	-2.4%
O=C(Nc1ccc(Oc2ccccc2)cc1)c1cccs1	4%	-1.3%
CCOC(=O)CC(=O)CSc1ccc2nnc(-c3ccccc3)n2n1	9%	0.4%
COc1ccc(-c2cnc3nc[nH]c(=O)c3n2)cc1	.	-1.6%

(list continues)
Structure	Rat MKP-3 inhibitors	Hsp70 inhibitors
COc1ccc(-c2csc(Cc3nnc4n3CCCCC4)n2)cc1OC	-9%	-0.7%
CCOC(=O)CNC1=C([N+](=O)[O-])C(=O)CC(C)(C)C1	3%	0.6%
COc1ccccc1CC1CC(=O)N(c2ccc(I)cc2)C1=O (configuration not stated)	4%	-5.1%
c1ccc(OCc2nc3ccccc3[nH]2)cc1	-4%	6.3%
CCOC(=O)C1CCCN(C(=O)c2cn(CC)c(=O)c3cc(OC)c(OC)cc23)C1 (configuration not stated)	7%	0.0%
Cc1ccsc1C1NC(=O)c2c(sc3c2CCN(C)C3)N1 (configuration not stated)	-3%	-2.8%
COc1ccc(OC)c(NC(=O)c2cnc3n(c2=O)CCS3)c1	-2%	.
O=P(O)(CCCCP(=O)(O)CCc1ccccc1)CCc1ccccc1	1%	-3.2%
COc1cccc2cc(-c3nc(-c4cccc(Br)c4)cs3)c(=O)oc12	5%	3.7%
CC1(c2ccccc2)CC(c2ccccc2)=Nc2nonc2N1 (configuration not stated)	-9%	-3.6%
O=C(Nc1ccc(S(=O)(=O)Nc2ncccn2)cc1)c1ccco1	2%	-5.5%
CCOC(=O)Cn1c(=N)n(CCOc2ccc(OC)cc2)c2ccccc21	.	2.2%

Entries of single compounds, quoted from the list. Order of screens: Rat MKP-3 inhibitors, Hsp70 inhibitors
Results for c1ccc(OCc2nc3ccccc3[nH]2)cc1 : -4%, 6.3%
Results for Cc1ccsc1C1NC(=O)c2c(sc3c2CCN(C)C3)N1 (configuration not stated) : -3%, -2.8%
Results for O=C(Nc1ccc(S(=O)(=O)Nc2ncccn2)cc1)c1ccco1 : 2%, -5.5%
Results for COc1ccc(OC)c(NC(=O)c2cnc3n(c2=O)CCS3)c1 : -2%, .
Results for CCOC(=O)Cn1c(=N)n(CCOc2ccc(OC)cc2)c2ccccc21 : ., 2.2%

Returning to the listing; the six compounds before the break are reprinted first.
Structure	Rat MKP-3 inhibitors	Hsp70 inhibitors
COc1ccc(OC)c(NC(=O)c2cnc3n(c2=O)CCS3)c1	-2%	.
O=P(O)(CCCCP(=O)(O)CCc1ccccc1)CCc1ccccc1	1%	-3.2%
COc1cccc2cc(-c3nc(-c4cccc(Br)c4)cs3)c(=O)oc12	5%	3.7%
CC1(c2ccccc2)CC(c2ccccc2)=Nc2nonc2N1 (configuration not stated)	-9%	-3.6%
O=C(Nc1ccc(S(=O)(=O)Nc2ncccn2)cc1)c1ccco1	2%	-5.5%
CCOC(=O)Cn1c(=N)n(CCOc2ccc(OC)cc2)c2ccccc21	.	2.2%
COc1ccc(-c2nnn(CC(=O)N(C3CCCCC3)C(C)C(=O)NC3CCCC3)n2)cc1OC (configuration not stated)	4%	-1.9%
CCOc1ccccc1NC(=O)/C=C/c1ccc(Cl)cc1	4%	-0.9%
Cc1ccc2nc(NC(=O)c3ccc4c(c3)OCO4)sc2c1	2%	-5.8%
COc1ccc(NC(=O)CN(c2cccc([N+](=O)[O-])c2)S(=O)(=O)c2ccccc2)cc1OC	1%	-1.4%
COc1ccc(Nc2nc(Nc3ccc(OC)cc3)nc(-n3[nH]c(=O)c(C)c3C)n2)cc1	-2%	3.7%
COC(=O)c1ccc(-c2nc3ccccc3o2)cc1	-7%	0.9%
CCOc1ccc(-c2nc(C#N)c(N3CCN(CC)CC3)o2)cc1	2%	4.2%
Cc1cc2nc(-c3cc(NC(=O)COc4ccc(Cl)cc4Cl)ccc3O)oc2cc1C	-2%	2.9%
O=C(CN1C(=O)c2ccccc2S1(=O)=O)N1CCc2ccccc2C1	-4%	3.9%
COc1ccc(CNC(=O)CN(C(=O)c2cc3sccc3n2C)C2CCCC2)cc1	-10%	-4.5%
COc1ccc(OC)c(NC(=O)CSc2nnc(CNC(=O)c3ccco3)o2)c1	-9%	.
COc1ccccc1N1CCN(/N=C/c2cc(Br)ccc2F)CC1	2%	1.0%

Later entries:
Structure	Rat MKP-3 inhibitors	Hsp70 inhibitors
C=CCNc1ncnc2c1ncn2C1OC(CO)C(O)C1O (configuration not stated)	-18%	-0.3%
O=C(Nc1cccc([N+](=O)[O-])c1)c1cc2ccccc2o1	-1%	-1.9%
CCc1ccccc1NC(=O)/C(C#N)=C\c1ccc(I)o1	4%	4.4%
COc1cc(OC)c(C2CC(=O)N3CN(c4ccc(C)cc4)CSC3=C2C#N)cc1OC (configuration not stated)	-2%	2.1%
Cc1cccnc1NC(=O)c1c(O)c2ccccc2n(C)c1=O	-5%	2.0%
Cc1ccc(/C=C2\NC(=O)c3ccccc3C2=O)cc1	21%	-1.5%
Cc1cccc(C(=O)Nc2cc(-c3cccc(C)c3)[nH]n2)c1	-3%	0.9%
CC1=NC(=S)C(C#N)C(c2ccccc2)=C1 (configuration not stated)	2%	-2.3%
CCOc1cc(/C=C2\SC(=S)N(c3ccccc3)C2=O)cc(Br)c1O	6%	-14%
Cc1c(CCC(C)C)c(=O)n2c([nH]c3ccccc32)c1C#N	.	1.2%
NC(=O)CSc1nnc(-c2ccc(O)cc2)n1Cc1ccco1	-7%	2.6%
COc1ccc(OC)c(-n2c(C)nc3cc(C(=O)O)ccc32)c1	8%	-2.2%

(more compounds)
Structure	Rat MKP-3 inhibitors	Hsp70 inhibitors
CC(C)=CC(=O)Nc1nnc(-c2cccnc2)s1	-5%	4.1%
O=C(Nc1cccc([N+](=O)[O-])c1)C1COc2ccccc2O1 (configuration not stated)	4%	3.7%
Oc1ccc2ccc3cccc[n+]3c2c1	.	147%
COc1ccc(NC(=O)C=C(C)C)cc1Cl	-12%	5.5%
Cc1ccc(C2C3=C(CC(C)(C)CC3=O)Nc3[nH]c(=S)[nH]c(=O)c32)cc1 (configuration not stated)	-19%	.
CCOC(=O)CSc1nc(NCc2ccco2)c2ccccc2n1	5%	4.3%
COc1ccc(OC)c(C2C(C(=O)OCCc3ccccc3)=C(C)NC3=C2C(=O)CC(C)(C)C3)c1 (configuration not stated)	5%	0.0%
Cc1ccc(-c2cc(C(=O)Nc3ccc(Br)cc3)c3ccccc3n2)o1	1%	4.7%
Oc1ccc2ccccc2c1/C=N/n1cnnc1	1%	12%
COc1ccc(C2SCCN2S(=O)(=O)c2ccc(F)cc2)cc1OC (configuration not stated)	-2%	4.7%
CCn1ncc(C2=NOC(C(=O)NCCc3ccccc3)C2)c1C (configuration not stated)	5%	3.1%
c1ccc(-n2ncc3c(N4CCN(c5ccccn5)CC4)nc(N4CCCCC4)nc32)cc1	-4%	-2.4%

Additional structures follow:
Structure	Rat MKP-3 inhibitors	Hsp70 inhibitors
N#CC1=C(N)Oc2n[nH]c(-c3ccccc3)c2C1c1ccncc1 (configuration not stated)	-10%	-3.3%
O=C1CS/C(=N\N=C/c2ccc(OCc3c(F)cccc3Cl)cc2)N1	1%	-0.6%
O=C(CCc1ccccc1)Nc1c(F)cccc1F	.	0.4%
COCCCNC(=O)Cc1ccccc1[N+](=O)[O-]	0%	0.6%
Clc1ccc(Cc2nnc(-c3cccs3)o2)cc1	-2%	-5.2%
O=C(NCC1COc2ccccc2O1)c1ccco1 (configuration not stated)	-18%&1%	-3.8%&-2.6%
COc1ccc(C(=O)Nc2nc3nc(-c4ccccc4)cc(=O)n3[nH]2)cc1	-5%	-3.4%
CCc1nnc(NC(=O)CSc2nnc(-c3cccnc3)n2CC)s1	.	1.0%
Cc1nnc(SCC(=O)Nc2nc3ccccc3s2)s1	2%	-0.4%
O=C(C1CCCN(S(=O)(=O)c2cccc3nonc23)C1)N1CCN(c2ccccc2)CC1 (configuration not stated)	.	4.6%
Oc1oc(-c2ccccc2)nc1C=NCc1ccncc1	6%	-2.8%
Cc1noc(NS(=O)(=O)c2ccc(NC(=O)CCCOc3ccc(Cl)cc3Cl)cc2)c1C	0%	-1.3%&0.8%

Some of the entries so far, as labelled records.
O=C1CS/C(=N\N=C/c2ccc(OCc3c(F)cccc3Cl)cc2)N1
  Rat MKP-3 inhibitors: 1%	Hsp70 inhibitors: -0.6%

O=C(CCc1ccccc1)Nc1c(F)cccc1F
  Rat MKP-3 inhibitors: .	Hsp70 inhibitors: 0.4%

(further entries)
Structure	Rat MKP-3 inhibitors	Hsp70 inhibitors
Cc1ccc2[nH]c(=O)c(CN(Cc3ccccc3Cl)C(=O)N3CCOCC3)cc2c1	-6%	2.5%
COc1ccc(CCNC(=O)CCCn2c(SCC#N)nc3ccccc3c2=O)cc1OC	-6%	-0.6%
COC(=O)c1c(C)oc2ccc(NS(=O)(=O)c3cccc([N+](=O)[O-])c3)cc12	0%	4.7%
CC1=C(C(=O)OCc2ccccc2)C(c2ccccn2)C2=C(CCCC2=O)N1 (configuration not stated)	-4%	3.0%
O=C(Nc1ccc(F)cc1F)c1cccnc1	-6%	-3.2%
C1CCCC(N2CCNCC2)CC1	.	2.5%
Cc1ccc(C(=O)NC2CC(C)(C)NC(C)(C)C2)c(C)c1	-9%	-2.1%
Cc1cc(NC(=O)CN2CCN(c3ncccn3)CC2)no1	-2%	0.2%
Cc1cc(/C=c2/sc3nc4ccccc4n3c2=O)c(C)n1-c1ccccn1	1%	-3.5%
CCOC(=O)c1ccc2c(c1)nc(SCC(=O)c1cc3ccccc3o1)n2CC	.	-29%
O=C(NC1CCN(C(=O)N2c3ccccc3Sc3ccccc32)CC1)c1ccco1	-10%	1.6%
O=C(Cc1ccccc1Cl)c1ccc(O)cc1O	3%	1.4%

Next part
Structure	Rat MKP-3 inhibitors	Hsp70 inhibitors
Cc1cc(=O)c2c(C)nn(-c3ccccc3)c2[nH]1	-6%	-4.5%
O=C1OC(c2ccc(Cl)cc2)=C/C1=C\c1ccccc1	8%	0.0%
O=C1CC(c2ccc(F)c(Br)c2)C2=C(CCCC2=O)N1 (configuration not stated)	4%	-1.3%
CCOC(=O)c1sc(Nc2nc3c(OC)cccc3s2)nc1C	-6%	-0.9%
Cc1ccc(C(=O)N2c3ccccc3N(Cc3ccccc3)C(=O)C2(C)C)cc1	.	-0.1%
O=c1c2sc(-c3ccccc3)cc2nc2n1CCC2	.	3.3%
CCOC(=O)c1ccccc1Nc1cc(C)nc2nc(C)nn12	-5%	7.2%
Cc1cc(NC(=O)CSc2nnc(-c3ccc(Br)o3)n2Cc2ccccc2)no1	.	2.3%
COc1cc(NC(=O)c2cc(C(F)(F)F)cc(C(F)(F)F)c2)c(OC)cc1NC(C)=O	1%	0.8%
Clc1cccc(-c2ccc(/C=N/n3cnnc3)o2)c1Cl	.	-2.4%
O=C1CCCC/C1=C\Nc1ccc([N+](=O)[O-])cc1Br	1%	4.6%
COc1ccc(N(CC(=O)NCC(C)C)S(=O)(=O)c2ccc(C)cc2)cc1	-2%	3.4%

Next part.
Structure	Rat MKP-3 inhibitors	Hsp70 inhibitors
CCN(CC)CCn1c(NC(=O)c2ccc(Cl)cc2)nc2ccccc21	.	-1.6%
O=C1NC(c2ccncc2)Nc2sc3c(c21)CCCC3 (configuration not stated)	-10%	0.4%
CCSc1nc(O)c(CC)c(=O)n1C(C)CC (configuration not stated)	-14%	-2.4%
COc1ccccc1/C=C/C(=O)c1ccc(-c2ccccc2)cc1	6%	0.1%
c1ccc2c(c1)Cn1nnnc1-2	1%	0.6%
O=C(c1csc2ccccc12)N1CCCCCC1	0%	5.0%
